# B2AR arrestin: beta2AR (human) beta-arrestin recruitment activity; beta-arrestin recruitment to beta2AR, cell-based reporter; Potency, µM (doses to about 46.1 µM), without a hit: at the top dose activation, actives largely listed as activators; hit rate 0.02% among 330,000; P07550; AID 492947;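 note: potency is the fitted concentration of half-maximal effect; 0% = DMSO controls and full agonism = EC100 isoproterenol or metaproterenol; nearly all actives have a fitted effect of over 65% in size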
# TSG101-PTAP inh: blocks PTAP/TSG101 interaction to inhibit HIV-1 budding | Q99816 | Fluorescence polarization, FITC-PTAP peptide / Tsg101 binding | Potency, µM (highest dose often 115 µM), without a hit: top-dose activity change, negative = inhibition, most hits filed as inhibitors | 340,000 tested, under 10 active | AID 493005; active = well fitted inhibition curve with a large enough effect in the main read-out, with a control signal flat, not every such curve was filed as active; inconclusive = small, poorly fitted or top-dose-only effect, or effect the other way, or a change in a side signal; inactive = no such curve, though single readings can be large or run the other way; note: potency is the fitted concentration of half-maximal effect; % of control where 0% means no effect
#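 Compounds were pin-transferred onto Tsg101 binding domain (10 uM final) in HEPES pH 7.5 buffer, then FITC-PTAP peptide was added at 50 nM final. After 20 min at RT, polarization reported peptide displacement across a qHTS concentration series.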
# a7 integrin act: activates integrin-mediated alleviation for muscular dystrophy | Potency, µM (doses to about 38.3 µM), inactives show at the highest dose activation, actives largely listed as activators | hit rate 0.064% among 350,000 | alpha7betagal myoblasts, beta-gal FDG fluorescence, 48 h;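 note: potency is the fitted concentration of half-maximal effect; 100% = response of the positive control SU9516; nearly all actives have a fitted effect of over 60% in size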
#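 alpha7betagal+/- myoblasts (passage 13, 250/well) treated 48 h at 37C with compounds at 1:260 dilution of DMSO stock. Lysed, then beta-galactosidase activity read as FDG fluorescence (ex 480/em 540) after 30 min, with pre-read for autofluorescence.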
# TRPV1 ag: human TRPV1 agonism | TRPV1-expressing cells, Fluo-8 calcium influx, agonist mode | AID 540275 | Q8NER1 | hit rate 0.19% among 320,000 | activation, % at 8.33 µM; in the data active = activation above about 80%; inconclusive = between about 30% and that limit; note: 0% is about no effect
# Target sequence (Q8NER1 whole entry, looked up): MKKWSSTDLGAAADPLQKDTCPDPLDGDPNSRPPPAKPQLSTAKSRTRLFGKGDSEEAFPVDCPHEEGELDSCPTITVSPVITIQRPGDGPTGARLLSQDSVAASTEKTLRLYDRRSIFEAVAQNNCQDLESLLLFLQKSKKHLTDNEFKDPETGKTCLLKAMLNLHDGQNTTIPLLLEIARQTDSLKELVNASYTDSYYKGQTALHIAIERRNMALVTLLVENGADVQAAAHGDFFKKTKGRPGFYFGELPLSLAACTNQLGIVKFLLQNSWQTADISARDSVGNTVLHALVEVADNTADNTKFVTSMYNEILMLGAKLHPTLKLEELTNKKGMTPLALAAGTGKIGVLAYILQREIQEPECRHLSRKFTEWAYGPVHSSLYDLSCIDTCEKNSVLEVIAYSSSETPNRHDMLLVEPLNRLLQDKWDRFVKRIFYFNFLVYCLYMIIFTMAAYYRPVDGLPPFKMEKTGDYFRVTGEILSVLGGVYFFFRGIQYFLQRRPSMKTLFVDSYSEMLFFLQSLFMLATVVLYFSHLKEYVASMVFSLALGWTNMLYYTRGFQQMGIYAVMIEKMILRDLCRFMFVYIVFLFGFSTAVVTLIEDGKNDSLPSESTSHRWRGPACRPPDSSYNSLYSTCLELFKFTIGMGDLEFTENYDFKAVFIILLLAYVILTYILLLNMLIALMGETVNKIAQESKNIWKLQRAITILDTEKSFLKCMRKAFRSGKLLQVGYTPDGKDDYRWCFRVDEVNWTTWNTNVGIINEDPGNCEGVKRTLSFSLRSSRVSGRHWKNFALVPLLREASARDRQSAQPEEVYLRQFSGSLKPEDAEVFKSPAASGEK
#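 Fluo-8 calcium influx in TRPV1-expressing cells, kinetic read (ex 480/em 520 nm). Compound added and read 3 min for agonist activity, followed by capsaicin at EC20 final and 2 min further read for enhancement.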
# CXXC DNA block: MLL CXXC-DNA interaction inhibition; MLL-CXXC / FITC-HOXA9 DNA fluorescence polarization; hit rate 0.037% among 290,000; Q03164; Potency, µM (series often up to 115 µM), inactives show at the highest dose activity change, negative = inhibition, usual class: inhibitors; AID 2662; active = well fitted inhibition curve with a large enough effect in the polarisation, with a control signal flat, not every such curve was filed as active; inconclusive = small, poorly fitted or top-dose-only effect, or effect the other way, or a change in a side signal; inactive = no such curve, though single readings can be large or run the other way; the % refers to the polarisation; note: potency is the fitted concentration of half-maximal effect
#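 Purified MLL-CXXC (added from a 7 uM solution) was preincubated 5 min at ambient with pinned compounds in 50 mM Tris-HCl pH 7.5, 50 mM NaCl, 1 mM DTT, 0.05% BSA. Fluorescein-labeled HOX-A9 DNA (50 nM solution) followed, 30 min, then polarization read.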
# TCR activator: activates T cell receptor signaling; primary human leukocytes, anti-CD3, IL-2 HTRF, 48 h; Potency, µM (top dose mostly 9.22 µM), inactives show at the highest dose activation of IL-2 secretion, most hits filed as activators; 330,000 tested, under 10 active; AID 504894; note: % of control where 0% means no effect
#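 Human primary leukocytes + a-CD3 beads + cpd, 48 hr; IL-2 in supernatant by HTRF (ex 320nm / em 665nm). No co-stimulatory signal supplied.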
# A-T KAP1 phos: potential ataxia-telangiectasia treatments restoring KAP-1 phosphorylation. […] A-T fibroblasts, KAP-1 phosphorylation AlphaLISA; neocarzinostatin DNA damage 30 min before lysis. hit rate 0.19% among 320,000. Potency, µM (series often up to 57.5 µM), without a hit: at the top dose activation, usual class: activators; note: potency is the fitted concentration of half-maximal effect; % of control where 0% means no effect; nearly all actives have a fitted effect of over 45% in size
#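 ATM-like activity read as KAP-1 phosphorylation via AlphaLISA donor/acceptor antibody pairs after lysis and 6 hr at 25C. Cells were ATM-null patient fibroblasts ([…], hTERT), dosed 60 min, then exposed to the DSB inducer NCS for 30 min.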
# BRCA1 expr act: BRCA1 expression activation; MCF7-BRCA1-FFLuc reporter, luminescence, 48 h; response scale: scaled: vehicle 0%, 10 µM genistein 100%; Potency, µM (top dose mostly 46.1 µM), inactives show at the highest dose activation, hits mostly activators; hit rate 1.1% among 380,000; AID 624202; note: potency is the fitted concentration of half-maximal effect; nearly all actives have a fitted effect of over 80% in size; some results filed as inactive show a strong effect at the top dose
#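 Luminescence from a BRCA1-driven firefly luciferase in MCF7 cells was the read-out, taken 15 min after substrate addition following 48 h compound exposure at 37 °C. Data were normalized to a 10 microM genistein control and DMSO vehicle.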
# p53 reactivator: restores transcriptional activity of mutant p53 | H1299 p53-A138V BP100-luciferase reporter, luminescence, 24 h | Potency, µM (top dose mostly 92.2 µM), for the others: at the top dose activity change, positive = activation, actives largely listed as activators | hit rate 0.063% among 320,000 | AID 504706; note: potency is the fitted concentration of half-maximal effect; % of control where 0% means no effect; nearly all actives have a fitted effect of over 45% in size
#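 p53-null H1299 cells stably carrying temperature-sensitive p53-A138V and a BP100-luciferase reporter were pinned with compounds (4-point, 1:5 series) and held 24 hrs at 37 deg C. Luminescence was read 10 min after detection reagent.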
# ELG1 DNA repair: inhibitors of ELG1-dependent DNA repair in HEK293T cells; HEK293T ELG1-luciferase reporter, luminescence, 16 h; DNA damage induced by 5-fluorouridine; Potency, µM (highest dose often 46.1 µM), without a hit: top-dose activity change, negative = inhibition, actives largely listed as inhibitors; hit rate 2.3% among 330,000; AID 504467; note: potency is the fitted concentration of half-maximal effect; % is set by controls: 0 for no effect and ±100 for the full control effect; nearly all actives have a fitted effect of over 55% in size
#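 In this reporter screen, reduction of luminescence relative to DMSO vehicle indicated activity. Compounds and 5-fluorouridine were added together to 2,000 cells per well, incubated for 16 hr at 37 °C, then developed with ONE-Glo.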
# An asterisk follows results filed as active; ? = inconclusive; · = not tested or not shown; [ ] = another dose, or the depositor's remark. Unless noted, calls come from the whole dose curve; as a rule, active = well fitted curve in the direction sought with a large enough effect; inconclusive = small, poorly fitted or top-dose-only effect, or another doubt; inactive = no such curve, though single readings can be large; an effect the other way counts as inactive or inconclusive. An excerpt; the hit share may differ from the screen's.
SMILES,B2AR arrestin,TSG101-PTAP inh,a7 integrin act,TRPV1 ag,CXXC DNA block,TCR activator,A-T KAP1 phos,BRCA1 expr act,p53 reactivator,ELG1 DNA repair
COC(=O)C1=C(c2ccc(-c3ccccc3)c(F)c2)C[C@@H]2CC[C@H]1N2C(=O)NCCOc1ccccc1,10.0%,-3%,-34%,13,·,3%,6%,-43%,-6%,?
CC(C)c1cccc(O)c(=O)c1,-0.3%,-4%,-14%,-3,-14%,-5%,-10%,-63%,-3%,?
CCOC(=O)C(O)(c1ccc(N(CC)C(=O)OC)cc1)C(F)(F)F (stereo unspecified),0.1%,-1%,22%,7,13%,3%,0%,-1%,0%,1%
CCCC1(CCO)C(=O)NC(=S)NC1=O,·,1%,21%,·,·,-5%,·,0%,·,·
CCOP(=S)(OCC)Oc1nc(Cl)c(Cl)cc1Cl,0.0%,0%,·,2,·,-18%,?,-9%,3%,9%
O=C(c1cnn2c(C(F)(F)F)cc(-c3ccccc3)nc12)N1CCC2(CC1)OCCO2,-0.5%,-9%,-12%,14,-15%,-4%,·,2%,3%,?
CCN(CC)C(=O)c1ccc(N(Cc2ccccc2)S(C)(=O)=O)cc1,0.5%,-1%,19%,-5,31%[activator],-5%,-11%,-8%,3%,-5%
O=C(c1ccc(CNS(=O)(=O)c2ccccc2)cc1)N1CCC2(CC1)OCCO2,-0.2%,-2%,15%,8,10%,3%,·,-29%,?,?
COCCN1C(=O)NC(=O)/C(=C\c2ccc(Br)cc2)C1=O,0.8%,-1%,-14%,-1,?,2%,-9%,1%,0%,5%
CC(Cc1cccs1)NCc1ccccc1 (stereo unspecified),-0.2%,0%,0%,-5,2%,11%,-2%,-7%,1%,4%
O=C(O)CCn1cc(C=C2C(=O)NC(=S)NC2=O)c(-c2cc3ccccc3oc2=O)n1,0.3%,-5%,45%,2,14%,-19%,-2%,6%,1%,-16%
CCCCCCN1CCN(c2ccc(Cl)cc2)CC1,0.5%,-1%,13%,-4,-7%,7%,1%,-6%,-4%,12%
Cc1ccc2c(c1)C(=O)CC1(CCC(C(C)(C)C)CC1)O2 (stereo unspecified),-0.5%,-4%,1%,?,10%,6%,?,0%,10%,1%
NC(=O)CSP(=O)(c1ccccc1)c1ccccc1,4.6%,-3%,1%,-5,13%,1%,1%,0%,6%,7%
Cc1cccc(OP(=O)(Nc2ccc(F)cc2)Oc2cccc(C)c2)c1,0.1%,1%,-10%,17,0%,1%,8%,-52%,0%,?
CN(C)C(=O)Oc1ccc(C(=O)c2ccccc2)cc1,-1.7%,-1%,16%,?,-4%,1%[46.1 µM],0%,69%,21%,?
COc1cc(N2CCOCC2)ccc1/C=C1\C(=O)NC(=O)N(C2CCCCC2)C1=O,0.1%,1%,4%,-2,12%,7%[46.1 µM],-7%,-17%,-6%,-4%
COC(=O)C1=C(c2cc3ccccc3o2)C[C@@H]2CC[C@H]1N2C(=O)NCCO,·,-4%,5%,·,·,-2%,·,-1%,·,·
COC(=O)C1=C(c2ccccc2OCc2ccccc2)C[C@@H]2CC[C@H]1N2C(=O)NCc1ccc(N(C)C)cc1,-0.7%,1%,-17%,?,·,2%,-20%,-47%,12%,16µM*
CC12CN3CCN(C1)CC(C)(C3)C2=NO,0.2%,-5%,-15%,-1,30%,-2%,-2%,-2%,-3%,-3%
CSc1ccc(C(=O)C2CCCN(Cc3cccnc3)C2)cc1 (stereo unspecified),-0.4%,3%,-6%,20,9%,-2%,5%,-12%,-3%,?
CN1CCN(CCC(=O)OC2CC3CCC(C2)N3C)CC1 (stereo unspecified),-0.6%,-2%,-12%,2,-4%,2%[46.1 µM],·,-28%,1%,12%
CCCN1CC[C@@H]2c3cc(O)ccc3CC[C@@H]21,0.0%,-1%,·,0,-6%,7%,-8%,-2%,-8%,10%
c1ccc(Nc2ccc3ccccc3c2)cc1,·,3%,-22%,·,·,-7%,·,·,·,·
Cc1cc(C)n(CCOC(=O)C2C(C=C(Cl)Cl)C2(C)C)n1 (stereo unspecified),-0.2%,-3%,-1%,1,-5%,3%,3%,-14%,-3%,2%
COc1ccc(CN2CC=C(c3ccc(F)cc3)CC2)cc1Br,8.9%,2%,-36%,2,11%,3%,-4%,-19%,·,-8%
CC(=O)c1ccc(NC2=NCCCS2)cc1,0.0%,-3%,21%,-1,8%,-17%,3%,78%,10%,30%
COc1cccc(CNCCc2c[nH]c3ccccc23)c1,0.3%,-6%,-19%,14,?,-8%,-3%,-21%,-5%,3%
CCCCn1c(=O)c(C(=O)NCc2ccc(Cl)cc2)c(O)c2ccccc21,-1.1%,0%,10%,1,0%,3%,1%,-65%,?,-19%
O=C(/C=C/c1ccc2c(c1)OCO2)c1c(O)n(CCc2ccccc2)c(=O)[nH]c1=O,-0.1%,?,-27%,-3,-17%,-6%,8%,·,-1%,?
CN1CCC2(CC1)CC(NC=O)c1ccccc1O2 (stereo unspecified),0.0%,2%,0%,1,?,-7%,6%,-7%,2%,-1%
C[C@]12CCC3C(C[C@@H](O)[C@H]4C[C@@H](O)CC[C@]34C)C1CC[C@@H]2O (stereo partly specified),-0.3%,-7%,34%,·,·,1%,-12%,-38%,3%,-5%
C[C@](N)(CCP(=O)(O)O)C(=O)O,-0.6%,-10%,·,3,·,4%,-1%,25%,-1%,6%
COc1ccc(CN2C(=O)NC(=O)/C(=C\c3ccco3)C2=O)cc1,0.0%,-1%,-11%,-1,-22%,·,-2%,-10%,-1%,?
Fc1ccc(CNC2CN3CCC2CC3)cc1 (stereo unspecified),-0.4%,-1%,23%,-2,5%,4%,5%,-9%,·,9%
CN=C(SCc1cc2c(cc1Cl)OCO2)c1c(O)n(C)c(=O)n(C)c1=O,0.3%,1%,16%,-2,-6%,2%,3%,-25%,2%,?
CC(=O)c1ccc(-c2ccc(Cn3c(C)nc4cc(N)c(C)nc43)cc2)cc1,0.2%,-1%,13%,5,?,-7%,-4%,26%,4%,?
Cn1c(O)c(C(=O)c2ccccc2Cl)c(=O)n(C)c1=O,-0.5%,-3%,-20%,-1,-6%,6%,-18%,-13%,-1%,0%
COC(=O)c1ccccc1N=Cc1c(O)[nH]c(=S)[nH]c1=O,-0.8%,-5%,-4%,1,11%,0%,3%,11%,-3%,-15%
Cc1c(N=Cc2c(O)n(Cc3ccccc3)c(=O)[nH]c2=O)c(=O)n(-c2ccccc2)n1C,-0.5%,-2%,17%,-1,-1%,-3%[46.1 µM],-2%,-7%,0%,-4%
CCC(=NCc1ccco1)c1c(O)[nH]c(=O)[nH]c1=O,-0.4%,2%,-8%,2,-1%,-1%,-1%,-4%,4%,29%
COC(=O)C1=C(c2ccc(C(C)=O)cc2)C[C@@H]2CC[C@H]1N2C(=O)NCCOc1ccccc1Cl,0.2%,-3%,11%,1,·,-6%,5%,-34%,-7%,-5%
COc1ccc2c(c1)CC1(CN2C)C(=O)NC(=O)N(CCc2ccccc2)C1=O (stereo unspecified),0.5%,-5%,-11%,2,-1%,-5%,9%,-30%,-2%,-15%
Cc1oc(-c2ccccc2F)nc1CS(=O)CC(=O)N1CCC2(CC1)OCCO2 (stereo unspecified),-0.5%,-6%,-13%,-2,-6%,2%,0%,0%[1.84 µM],-2%,-6%
CCOP(=O)(/C=C(\Cl)c1ccccc1)C(O)c1ccc(F)cc1 (stereo unspecified),-0.9%,-3%,5%,1,40%[activator],3%,-37%,-12%,3%,-12%
Cc1cc(C(=O)O)c(C)n1C1CC1,0.0%,0%,-9%,-6,7%,-4%,39%,-19%,0%,-7%
COc1ccc(S(=O)(=O)NC(CC(=O)N2CCC3(CC2)OCCO3)c2ccco2)cc1 (stereo unspecified),-0.3%,0%,20%,-9,1%,-5%,5%,-38%,13%,3%
COCCOC(=O)C1=C(N)Oc2c(c(=O)oc3ccccc23)[C@@]12C(=O)Nc1ccccc12,-0.2%,-3%,-19%,-1,2%,4%,-1%,-25%,-1%,11%
CCOC(=O)C1=CC(=C2C(=O)N(CC)C(=S)N(CC)C2=O)c2ccccc2O1,-0.1%,-5%,-27%,-2,1%,3%,-3%,-12%,3%,2%
COc1ccc(OC)c(CC(=O)N(C)C2CCCN(Cc3ccccc3F)C2)c1 (stereo unspecified),-0.2%,-5%,8%,-4,-2%,-3%,-12%,-2%,?,-5%
CC(=O)NNC(=O)CN1C(=O)CN=C(c2ccccc2)c2cc(Br)ccc21,0.3%,0%,?,-1,-4%,-1%,2%,-6%,-4%,1%
